Bioassay records from PubChem.
NTMT1 inhibitor – Primary qHTS for Inhibitors of N-terminal methyltransferase 1 (NTMT1): MTaseGlo Assay; N-terminal Xaa-Pro-Lys N-methyltransferase 1 (Homo sapiens), Q9BV86; NTMT1 MTase-Glo SAH luminescence, purified enzyme; Potency, µM (top dose mostly 114 µM), for the others: at the highest dose activity change, negative = inhibition, actives largely listed as inhibitors; 59,000 compounds, 2.5% hits;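 also: potency is read from the fitted curve at half-maximal effect; plate controls were DMSO vehicle for no effect and no enzyme for full effect; nearly all actives have a fitted effect of over 65% in size; many of its hits are not listed in these tables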
Target sequence (Q9BV86 whole entry, looked up): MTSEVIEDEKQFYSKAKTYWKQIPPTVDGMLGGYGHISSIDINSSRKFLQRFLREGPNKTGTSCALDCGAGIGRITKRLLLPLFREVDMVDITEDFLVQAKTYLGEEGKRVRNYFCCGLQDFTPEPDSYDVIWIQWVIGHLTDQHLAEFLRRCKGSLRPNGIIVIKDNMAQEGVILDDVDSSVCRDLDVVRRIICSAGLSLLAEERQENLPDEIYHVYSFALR
p53null 39C tox – qHTS Screen for Compounds that Selectively Target Cancer Cells with p53 Mutations: Cytotoxicity of p53 Null Cells at the Nonpermissive Temperature. H1299 p53-null (neo) cells, 39C, ATPlite viability, 24 h. Potency, µM (top dose mostly 46.1 µM), without a hit: top-dose activity, negative = cell killing, usual class: cytotoxic. 55,000 compounds, 0.97% hits. AID 904, 2007;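 also: potency is read from the fitted curve at half-maximal effect; 0% = DMSO only and -100% = full killing by 100 µM tamoxifen; nearly all actives have a fitted effect of over 50% in size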
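Following overnight plating at 37C (600 cells/well), H1299-neo or H1299-p53A138V cells are dosed up to 46 uM. Incubation lasts 24 hr at 39C before ATP detection.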
B2AR arrestin ag – qHTS assay of beta-arrestin-biased ligands of beta2-adrenergic receptor: NCGC Sytravon Library Screen. Beta-2 adrenergic receptor (Homo sapiens), P07550. Potency, µM (doses to about 46.1 µM), inactives show top-dose activation, most hits filed as activators. HTLA Tango cells, beta-arrestin recruitment, luciferase luminescence, 18 h. AID 1347077, 2019. 44,000 tested, under 10 active;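 also: potency is read from the fitted curve at half-maximal effect; 0% = DMSO and full agonism = EC100 isoproterenol or metaproterenol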
Target sequence (P07550 whole entry, looked up): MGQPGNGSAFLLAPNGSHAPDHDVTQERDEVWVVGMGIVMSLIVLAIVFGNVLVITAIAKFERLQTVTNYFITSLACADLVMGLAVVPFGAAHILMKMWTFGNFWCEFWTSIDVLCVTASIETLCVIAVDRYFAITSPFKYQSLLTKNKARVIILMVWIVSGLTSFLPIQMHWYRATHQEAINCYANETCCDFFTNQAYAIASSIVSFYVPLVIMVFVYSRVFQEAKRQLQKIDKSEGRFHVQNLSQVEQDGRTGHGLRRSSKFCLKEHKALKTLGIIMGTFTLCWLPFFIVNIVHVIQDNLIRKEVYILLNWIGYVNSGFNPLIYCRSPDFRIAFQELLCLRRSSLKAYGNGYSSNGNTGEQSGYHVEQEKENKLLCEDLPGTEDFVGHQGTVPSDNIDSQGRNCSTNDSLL
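First, Tango cells carrying beta2-AR and beta-arrestin fusions received compound up to 46 microM. After 18 hr at 37 degrees C, luciferase substrate was added for 15 minutes, then luminescence gave %Activity for curve fitting.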
p53null 32C tox – qHTS Screen for Compounds that Selectively Target Cancer Cells with p53 Mutations: Cytotoxicity of p53 Null Cells at the Permissive Temperature; AID 903, 2007; 55,000 compounds, 0.62% hits; H1299-neo p53 null cells, ATP luminescence, 24 h, 32C; Potency, µM (series often up to 46.1 µM), for inactives: top-dose activity change, negative = cytotoxicity, usual class: cytotoxic;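 also: potency is read from the fitted curve at half-maximal effect; 0% = DMSO only and -100% = full killing by 100 µM tamoxifen; nearly all actives have a fitted effect of over 55% in size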
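Cells lacking p53 (H1299-neo) are plated at 600 per well and allowed to settle overnight at 37C. Test compounds (up to 46 uM) are added and held 24 hours at 32C, then ATP is quantified by luminescence.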
FH mod – Identification of activators of human fumarate hydratase by quantitative high-throughput screening | Fumarate hydratase, mitochondrial (Homo sapiens), P07954 | Potency, µM (series often up to 79.9 µM), inactives show top-dose activity change, negative = inhibition, hits mostly inhibitors | FH coupled MDH/diaphorase resazurin fluorescence, 15 min | 54,000 compounds, 0.22% hits; also: potency is read from the fitted curve at half-maximal effect; % is scaled to controls: 0 for no effect and ±100 for the full control effect; the screen sought activators but most active calls are inhibition curves; nearly all actives have a fitted effect of over 45% in size
PTAP-TSG101 blk – qHTS Validation Assay for Inhibitors of HIV-1 Budding by Blocking the Interaction of PTAP/TSG101: Sytravon Library Screen; AID 1347069, 2019; 44,000 tested, under 10 active; Fluorescence polarization, FITC-PTAP peptide/Tsg101, 20 min; Potency, µM (doses to about 115 µM), without a hit: at the top dose activity change, negative = inhibition, hits mostly inhibitors; also: potency is read from the fitted curve at half-maximal effect; 0% is about no effect
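Fluorescence polarization: Tsg101 binding domain (10 uM final) in 10 mM HEPES pH 7.5, 0.15 M NaCl, 0.01% Tween 20, 3 mM EDTA, 0.1 mM TCEP; compounds pinned; FITC-PTAP peptide 50 nM final; 20 min, r.t.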
GALK inhibitor – qHTS Assay for Inhibitors of Human Galactokinase (GALK): NCGC Sytravon Library Screen | P51570 | recombinant GALK, Kinase-Glo ATP luminescence, 1 h | Potency, µM (series often up to 57.5 µM), without a hit: at the top dose activity, negative = inhibition, actives largely listed as inhibitors | 44,000 tested, under 10 active | AID 1347072, 2019;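 also: plate controls were full GALK reaction for no effect and reaction lacking GALK for full effect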
Target sequence (P51570 whole entry, looked up): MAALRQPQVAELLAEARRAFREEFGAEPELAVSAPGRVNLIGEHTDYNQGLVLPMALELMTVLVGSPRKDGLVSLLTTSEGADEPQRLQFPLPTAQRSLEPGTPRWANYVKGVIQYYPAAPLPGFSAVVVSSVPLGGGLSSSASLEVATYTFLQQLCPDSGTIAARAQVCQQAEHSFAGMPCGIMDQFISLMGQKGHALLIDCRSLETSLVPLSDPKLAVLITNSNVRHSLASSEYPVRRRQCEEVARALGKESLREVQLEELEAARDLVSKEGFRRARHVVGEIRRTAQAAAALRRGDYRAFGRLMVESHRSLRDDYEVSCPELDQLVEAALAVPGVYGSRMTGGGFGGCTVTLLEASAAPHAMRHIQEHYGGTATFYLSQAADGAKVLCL
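Human GALK (5 nM) was incubated with 35 uM ATP and 100 uM galactose in 20 mM HEPES pH 8.0 with MgCl2, NaCl, DTT and BSA for 1 h at room temperature. Remaining ATP was measured by Kinase-Glo Plus luminescence.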
Numbers without * were called inactive; ? = inconclusive; . = no result given; [ ] = another dose, or the depositor's remark. Calls follow the shape of the dose curve; as a rule, active = well fitted curve in the direction sought with a large enough effect; inconclusive = small, poorly fitted or top-dose-only effect, or another doubt; inactive = no such curve, though single readings can be large; an effect the other way counts as inactive or inconclusive. Not all compounds are listed, so the mix of outcomes need not match the whole.

SMILES	NTMT1 inhibitor	p53null 39C tox	B2AR arrestin ag	p53null 32C tox	FH mod	PTAP-TSG101 blk	GALK inhibitor
CCc1cccc(C)c1NC(=O)Cn1ccn(-c2cccc(OC)c2)c(=O)c1=O	-3%	-11%	1%	3%	1%	-1%	2%
COc1cccc(C(=O)NCC(c2ccc(N(C)C)cc2)N2CCc3ccccc32)c1OC (stereo unspecified)	9%	-2%	1%	-10%	-21%	-4%	0%
CCCN1CCN(CCNC(=O)Nc2ccc(OC)cc2OC)CC1	-1%	-6%	-1%	-4%	2%	-5%	3%
Cn1c(=O)n(C/C=C/c2ccccc2)c(=O)c2c1nc1n2CCN1c1ccc(F)cc1	-1%	?	0%	3%	-6%	1%	-11%
CCOC(=O)c1cc(-c2ccccc2)n(CC(=O)NCc2ccccc2)c1C	-5%	35%[activator]	2%	0%	-11%	2%	0%
COC(=O)c1ccc(NC(=O)CSc2n[nH]c(-c3ccccc3)n2)cc1	8%	-3%	0%	10%	?	-1%	-3%
O=C1C(=O)N(C2CCN(C(=O)c3ccc(Cl)cc3)CC2)CCN1Cc1ccc(F)cc1	.	0%	0%	0%	.	-1%	2%
COc1ccc(N2C(=O)CSC23C(=O)N(CC(=O)NCCc2ccccc2)c2ccccc23)cc1 (stereo unspecified)	8%	?	-1%	4%	-10%	-4%	-1%
O=C(NCCc1ccccc1)c1ccc(CS(=O)(=O)Cc2ccccc2Cl)o1	11%	14%	1%	-16%	5%	-4%	-1%
CCCC(=O)Nc1nnc(SCc2cc(=O)c3cc(C)ccc3[nH]2)s1	0%	-10%	0%	-7%	-19%	-2%	-2%
Cc1cc2oc(=O)c(CC(=O)O)c(C)c2c2occ(-c3ccccc3)c12	28µM*	-30%	1%	?	-20%	-9%	6%
Cn1c(=O)c2c(c3ccccc31)OC(=O)CC2c1ccc(C(F)(F)F)cc1 (stereo unspecified)	10%	-18%	-2%	2%	-7%	0%	-3%
CCOc1ccc(-c2nc(SCC(=O)c3ccccc3)n[nH]2)cc1	-8%	?	0%	-5%	-1%	-2%	2%
COc1ccc(C(=O)Nc2c(C(=O)c3ccc(F)cc3)oc3ccccc23)cc1	5%	?	-2%	2%	-25%	0%	2%
CCOC(=O)Cc1ccc(NC(=O)NCc2ccc3c(c2)CCN3C(=O)CC)cc1	9%	7%	3%	11%	0%	0%	-3%
CCCCN(CCCNC(=O)CN1N=C(c2ccccc2)CCC1=O)c1ccccc1	-6%	13%	-1%	11%	-16%	-1%	-2%
Cc1ccc(Cn2c(=O)c3cccnc3n(Cc3ccc(C)cc3)c2=O)cc1	15%	-13%	1%	-5%	-8%	-6%	-12%
COC(=O)Cc1c(C)nc2nc(NCc3ccc(Br)cc3)[nH]n2c1=O	6%	16%	-1%	-11%	-3%	-3%	-12%
CCOc1ccc(NC(=O)Cn2cc(C(=O)c3ccc(C)c(C)c3)c(=O)c3cc(F)ccc32)cc1	-2%	-9%	1%	8%	?	2%	8%
COc1ccc(C)cc1NS(=O)(=O)c1ccc2[nH]c(=O)c(=O)[nH]c2c1	7%	2%	-1%	15%	-11%	-3%	0%
Cc1c(Cl)cccc1-n1ncc(C(=O)N2CCC(C)CC2)c1C1CCN(C(=O)OC(C)(C)C)CC1	-2%	-12%	0%	8%	-27%	-2%	-2%
COc1ccc(NC(=O)c2sc3nc(C)c(C(=O)Nc4ccc(C)cc4C)c(-c4ccc(Cl)cc4)c3c2N)cc1	5%	20%	-2%	26%	3%	8%	-2%
NC(=O)CSc1ncc2c(n1)-c1ccccc1N(Cc1ccc(F)cc1)S2(=O)=O	-7%	-1%	1%	-8%	1%	0%	-2%
Cc1cc(F)ccc1NC(=O)C1CCC(CNS(=O)(=O)c2ccc3c(c2)CCCC(=O)N3)CC1 (stereo unspecified)	11%	-1%	2%	-4%	3%	-6%	0%
Cc1ccc(C)c(CN2C(=O)c3ccccc3S(=O)c3ccc(C(=O)N4CCN(c5ccccc5F)CC4)cc32)c1 (stereo unspecified)	15%	4%	0%	0%	-12%	-5%	1%
SMILES	NTMT1 inhibitor	p53null 39C tox	B2AR arrestin ag	p53null 32C tox	FH mod	PTAP-TSG101 blk	GALK inhibitor
COc1ccc(-c2cc(C(=O)NCCc3ccc(OC)c(OC)c3)c3c(-c4ccc(F)cc4)[nH]nc3n2)cc1	-5%	-1%	1%	-5%	-17%	-1%	-1%
O=C(Nc1ccc(F)c(Cl)c1)C1CCN(c2ncccn2)CC1	4%	-1%	-2%	-3%	1%	1%	?
COc1ccccc1CNC(=O)CSc1nc2nc(C)c(Cc3ccccc3Cl)c(C)n2n1	0%	-4%	0%	7%	-28%	1%	6%
COc1cccc(C(=O)N(Cc2sccc2C)C2CCS(=O)(=O)C2)c1 (stereo unspecified)	-2%	-9%	0%	1%	-3%	-3%	-1%
Cc1cccc(OCC(=O)N(Cc2cccc(Cl)c2)Cc2ccco2)c1C	17%	19%	-1%	24%	-25%	2%	0%
O=C(Cn1c(-c2cccs2)cc2cc(Cl)ccc21)N1CCCCC1	9%	-25%	0%	-7%	-13%	-3%	0%
COc1ccc2c(c1)CC(NC(=O)Nc1ccc(Br)c(C)c1)CO2 (stereo unspecified)	-6%	6%	0%	0%	-5%	-1%	1%
Cc1ccc(-n2ncc3c(Nc4ccc5c(c4)OCCO5)ncnc32)cc1Cl	3%	15%	3%	-9%	-6%	-6%	0%
O=C(Nc1ccc(C(=O)N2CCN(c3ccc(F)cc3)CC2)cc1)c1nsc2ccccc12	6%	-14%	2%	0%	-19%	1%	-8%
COc1ccc(OC)c(NC(=O)Cn2c(=O)n(Cc3nc(C)no3)c(=O)c3ccccc32)c1	11%	1%	0%	-3%	4%	-7%	3%
O=C1CC(c2ccc(F)cc2)c2c(c3ccccc3[nH]c2=O)O1 (stereo unspecified)	-1%	-28%	-1%	1%	-8%	3%	9%
COC(=O)c1ccccc1NC(=O)CCCn1nc(C)c2c(C)n(-c3ccccc3)nc2c1=O	-8%	4%	0%	-9%	-17%	0%	1%
COCCCNC(=O)c1ccc(-n2c(-c3ccccc3)cc3c2CCC(C)C3)cc1 (stereo unspecified)	-2%	109%[activator]	1%	-7%	-6%	1%	1%
Cc1ccccc1C(=O)NC1(C(F)(F)F)N=C(c2ccccc2)N(C2CCCCC2)C1=O (stereo unspecified)	2%	-2%	1%	20%	-7%	-10%	7%
CCc1ccc2c(c1)NC(c1cccnc1)=NC(c1ccc(C(C)(C)C)cc1)=N2	-20%	56%[activator]	-1%	19%	?	1%	0%
CCN(CC)CCCNC(=O)c1ccc2c(=O)n(CCc3ccccc3)c(=O)[nH]c2c1	-3%	-12%	0%	13%	-6%	-4%	6%
Cc1ccc(NS(=O)(=O)c2ccc3nc(-c4ccccc4)[nH]c3c2)cc1Cl	-1%	?	0%	?	?	-4%	-2%
O=S(=O)(c1ccc(C2CCCCC2)cc1)N1CCN(c2cc(Cl)ccc2Cl)CC1	10%	-18%	1%	0%	-4%	-4%	-13%
COc1cccc(CNC(=O)c2ccc(NC(=O)N3CCCCc4ccccc43)cc2)c1	-5%	2%	3%	-2%	8%	1%	-1%
COc1ccccc1NC(=O)CSc1oc(-c2ccco2)nc1S(=O)(=O)c1ccc(C)cc1	?	5%	1%	9%	-22%	7%	6%
O=S(=O)(c1ccc(-c2cnc(C3CC3)o2)cc1)N1CCN(c2cccc(Cl)c2)CC1	11%	8%	-1%	0%	20%	2%	0%
Cc1ccc(S(=O)(=O)Nc2cc3c(cc2C)n(C)c(=O)c(=O)n3C)cc1	-5%	-3%	2%	13%	-16%	-5%	-2%
COc1ccc(N(CC(C)C)S(=O)(=O)c2nnc(NC(=O)c3ccco3)s2)cc1	20%	?	0%	-3%	-15%	-4%	-11%
COc1ccc(OC)c(NC(=O)c2cccn2-c2nnc(N3CCCCC3)s2)c1	-1%	-14%	1%	-17%	-9%	-4%	0%
COc1ccccc1Nc1nc2c(S(=O)(=O)c3ccc(C(C)C)cc3)nnn2c2ccsc12	0%	?	1%	-9%	-10%	6%	4%
SMILES	NTMT1 inhibitor	p53null 39C tox	B2AR arrestin ag	p53null 32C tox	FH mod	PTAP-TSG101 blk	GALK inhibitor
Cc1ccc(C(=O)c2cn(Cc3cccc(Cl)c3)c3nc(C)ccc3c2=O)cc1	4%	27%	1%	18%	-11%	7%	-13%
CCc1cccc(NC(=O)CN2C(=O)COc3ccc(S(=O)(=O)Nc4ccccc4)cc32)c1	14%	22%	-1%	14%	-21%	2%	-1%
CCOC(=O)c1cc(-c2ccccc2)n(-c2cccc(C(=O)Nc3cc(OC)cc(OC)c3)c2)c1C	-2%	4%	-1%	1%	-20%	-2%	3%
COc1ccc(C(=O)Nc2ccc3nc(N4CCC(C)CC4)cc(C)c3c2)cc1	12%	?	-1%	?	-27%	-6%	-4%
O=C(CCS(=O)(=O)c1cc2c3c(c1)CCN3C(=O)CC2)NCc1ccc(F)cc1	-8%	2%	0%	1%	4%	-13%	-2%
COC(=O)c1c(NC(=O)CCCOc2cccc(C)c2)sc2c1C(C(=O)OC)CC2 (stereo unspecified)	14µM*	10%	0%	6%	-14%	0%	-4%
Cc1ccc(OCC(=O)Nc2cc(-c3cccc(C)c3)nn2-c2ccccc2)cc1	-4%	-24%	0%	-5%	-5%	0%	1%
COc1ccc(-c2nnc(SCC(=O)NCc3ccccc3)nc2-c2ccc(OC)c(OC)c2)cc1OC	-12%	1%	-2%	2%	-21%	-1%	0%
Cc1ccc(NC(=O)Cn2nnc(C(=O)NCCc3ccccc3)c2N)cc1Cl	?	-20%	1%	-5%	-2%	-3%	1%
Cc1ccc2nc(-c3cc(NC(=O)COc4ccc(C)c(C)c4)ccc3Cl)oc2c1	-1%	-23%	-1%	?	-21%	-1%	0%
